RXFP1 ag = qHTS Assay for Agonists of the Relaxin Receptor RXFP1; HEK293T-RXFP1 cAMP TR-FRET, 30 min; response scale: percent of porcine relaxin response, buffer zero; Potency, µM (series often up to 57.5 µM), for inactives: top-dose activation, actives largely listed as activators; 0.3% of 370,000 active; note: potency is the fitted concentration of half-maximal effect; % is set by controls: 0 for no effect and ±100 for the full control effect; nearly all actives have a fitted effect of over 60% in size; many of its hits are not listed in these tables
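HEK293 cells stably expressing RXFP1, treated 30 min at 37C with compounds plus PDE4 inhibitor Ro 20174; cAMP measured by HTRF TR-FRET. Normalized to buffer and 29 nM porcine relaxin; EC50 by Hill fit.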
Vif-A3G inh = qHTS for Inhibitors of Vif-A3G Interactions: qHTS. HeLa A3G-eYFP + Vif (tagged APOBEC3G with the HIV-1 protein that degrades it), YFP fluorescence, overnight. Potency, µM (top dose mostly 46.1 µM), without a hit: top-dose activity, negative = active, actives largely listed as inhibitors. 0.076% of 410,000 active. AID 602310, 2012;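 note: potency is the fitted concentration of half-maximal effect; % is set by controls: 0 for no effect and ±100 for the full control effect; nearly all actives have a fitted effect of over 60% in size; hits raise eYFP signal because A3G escapes Vif-driven loss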
Target sequence (Q9HC16 whole entry, looked up): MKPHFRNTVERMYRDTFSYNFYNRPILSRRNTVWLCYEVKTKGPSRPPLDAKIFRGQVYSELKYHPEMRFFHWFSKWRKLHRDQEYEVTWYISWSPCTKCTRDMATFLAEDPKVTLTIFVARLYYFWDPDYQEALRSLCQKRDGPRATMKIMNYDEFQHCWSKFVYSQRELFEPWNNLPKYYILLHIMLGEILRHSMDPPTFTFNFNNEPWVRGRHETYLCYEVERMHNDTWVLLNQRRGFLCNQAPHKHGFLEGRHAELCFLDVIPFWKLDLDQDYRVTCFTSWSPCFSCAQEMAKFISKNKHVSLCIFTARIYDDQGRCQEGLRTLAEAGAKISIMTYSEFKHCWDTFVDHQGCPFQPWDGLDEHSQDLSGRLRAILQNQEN
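Read-out is eYFP fluorescence (Ex 488/Em 500-530) from Vif-expressing HeLa A3G-eYFP cells; more signal means A3G escaped Vif-mediated degradation. Cells plated overnight, compound pinned in, incubated overnight at 37 deg C.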
LDHA block = qHTS assay for inhibitors of human lactate dehydrogenase. L-lactate dehydrogenase A chain (Homo sapiens), P00338. 0.15% of 480,000 active. activity change, % (values are at about 110 or 230 µM). purified LDHA, NADH/diaphorase-resazurin fluorescence; active compounds read low; in the data active = activity change below about -30%; inconclusive = mostly about -25% to -30%;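 note: plate controls were DMSO wells for no effect and wells without enzyme for full effect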
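Enzyme activity of human lactate dehydrogenase 5 (2 nM; 0.06 mM NADH, 0.2 mM pyruvate, 5 min, RT) is measured via a resazurin/diaphorase fluorescence readout of residual NADH.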
D1 potentiator = Potentiators of Human D1 Dopamine Receptor: qHTS; potentiation, % at 10 µM; D(1A) dopamine receptor (Homo sapiens), P21728; HEK293 TREx D1 cells, calcium flux, dopamine EC20 potentiation; 0.036% of 360,000 active; in the data active = potentiation above about 30%; note: 0% is about no effect
Target sequence (P21728 whole entry, looked up): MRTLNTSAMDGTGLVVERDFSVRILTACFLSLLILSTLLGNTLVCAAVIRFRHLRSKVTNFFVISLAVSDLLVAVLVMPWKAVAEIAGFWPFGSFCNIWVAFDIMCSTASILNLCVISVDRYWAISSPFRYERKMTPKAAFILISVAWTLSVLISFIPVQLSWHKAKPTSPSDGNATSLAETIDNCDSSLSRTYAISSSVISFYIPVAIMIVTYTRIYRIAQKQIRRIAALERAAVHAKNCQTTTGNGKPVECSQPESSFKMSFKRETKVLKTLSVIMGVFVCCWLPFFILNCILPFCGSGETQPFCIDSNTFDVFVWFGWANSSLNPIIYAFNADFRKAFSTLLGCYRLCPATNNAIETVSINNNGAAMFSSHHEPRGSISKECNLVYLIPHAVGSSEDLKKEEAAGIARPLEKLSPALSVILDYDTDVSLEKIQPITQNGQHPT
Glioma ERSR ind = qHTS for Inducers of the Endoplasmic Reticulum Stress Response (ERSR) in Human Glioma: qHTS; Potency, µM, inactives show at the highest dose activation, most hits filed as activators; U87-MG GRP78 promoter luciferase reporter, 16 h; 0.02% of 420,000 active; note: potency is the fitted concentration of half-maximal effect; series mostly up to about 76 µM; % of control where 0% means no effect; nearly all actives have a fitted effect of over 35% in size
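ERSR induction read as luciferase luminescence (Bright-Glo, 10 min at room temperature) in stably transfected human U87-MG glioma cells exposed to compounds for 16 h, using GRP78 as sensor.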
D1 antag = Antagonist of Human D 1 Dopamine Receptor: qHTS | HEK293 TREx D1 cells, calcium flux, dopamine EC80; active compounds read low | activity change, negative = inhibition, % at 10 µM | 3.2% of 360,000 active; in the data active = activity change below about -30%; note: % is set by controls: 0 for no effect and ±100 for the full control effect
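Compound effects on dopamine-evoked calcium signalling were measured in tetracycline-induced HEK293 Trex D1 cells. Dopamine at EC80 followed a 180 s compound pre-read, and fluorescence was tracked kinetically for 180 s more.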
D2 potentiator = HTS Assay for Positive Allosteric Modulators of the Human D2 Dopamine Receptor: Primary Screen for Potentiators. HEK293 T-REx D2, calcium flux, EC20 dopamine potentiation. potentiation, % at 10 µM. 0.34% of 340,000 active. AID 485347, 2010;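 active = potentiation over 3 SD above the plate norm, cut at about 30% in these data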; note: 0% is about no effect
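Calcium flux readout, no-wash dye, 1 read/s. Inducible HEK293 Trex D2 line, overnight 30 C. Compound alone 180 s (agonist flags), then EC20 dopamine, another 180 s to score potentiation.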
Vif-APOBEC3F blk = qHTS for Inhibitors of Vif-A3F Interactions: qHTS. 0.2% of 390,000 active. HeLa A3F-eYFP + Vif (tagged APOBEC3F with the HIV-1 protein that degrades it), YFP fluorescence increase. AID 602313, 2012. Potency, µM (highest dose often 46.1 µM), for inactives: top-dose activity, negative = active; note: potency is the fitted concentration of half-maximal effect; % of control where 0% means no effect; nearly all actives have a fitted effect of over 65% in size
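HeLa cells stably expressing Vif plus C-terminally eYFP-tagged A3F were seeded, incubated overnight at 37 deg C, dosed with compound, incubated overnight again at 37 deg C. Yellow fluorescence (Ex 488/Em 500-530) reported blocked Vif-mediated A3F-eYFP degradation.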
D1 agonist = Allosteric Agonists of the Human D1 Dopamine Receptor: qHTS | HEK293 T-REx D1 cells, calcium flux, agonist mode | 1% of 360,000 active | D(1A) dopamine receptor (Homo sapiens), P21728 | activation, % at 2 µM; in the data active = activation above about 30%; note: 0% is about no effect
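Tetracycline-induced HEK293 TREx D1 cells, force-coupled to calcium signalling, were dye-loaded with a no-wash calcium kit. Compound was pin-added after a 10 s baseline. Fluorescence was read kinetically at 1 cycle/s for 180 s, with calcium rises flagged as agonism.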
* hit, by the source's call; ? = inconclusive; nt = not tested or not shown; & = joins results of further samples. Unless noted, calls come from the whole dose curve; as a rule, active = well fitted curve in the direction sought with a large enough effect; inconclusive = small, poorly fitted or top-dose-only effect, or another doubt; inactive = no such curve, though single readings can be large; an effect the other way counts as inactive or inconclusive.

SMILES	RXFP1 ag	Vif-A3G inh	LDHA block	D1 potentiator	Glioma ERSR ind	D1 antag	D2 potentiator	Vif-APOBEC3F blk	D1 agonist
COc1cc(C(=O)N(CCCN(C)C)c2nc3c(OC)cccc3s2)cc(OC)c1OC	-1.4%	8%	1	1	-2%	-2	-15	-9%	11
CC1(C)CC2CC(C)(CN2C(=O)NC(=O)c2ccccc2)C1 (centres undefined)	1.5%	-1%	-2	-4	-2%	-4	-2	-5%	3
Fc1nc(F)c(F)c(NCCCNc2c(F)c(F)nc(F)c2F)c1F	-0.6%	-5%	-10	-13	-2%	-22	-3	-2%	9
O=[N+]([O-])c1cc(S(=O)(=O)N2CCCC2)ccc1N/N=C/c1cccs1	2.0%	1%	2	-5	-5%	-1	14	0%	3
COc1ccc(N(CC(=O)NCCc2ccc(OC)c(OC)c2)S(=O)(=O)c2ccc(OC)c(OC)c2)cc1	1.5%	4%	-4	-8	-1%	-3	-13	-3%	2
Cc1c(-c2nnc(SCC(=O)Nc3ccc(Br)cc3)o2)nnn1-c1ccc(F)cc1	5.0%	-2%	-3	2	1%	-4	-2	-26%	1
CC(C)CC1NC(=O)N(CC(=O)NC2CCCCC2)C1=O (centres undefined)	-0.3%	-2%	-6	-2	-5%	0	-3	3%	3
O=C(CSc1nnc(CNC(=O)c2ccccc2F)o1)Nc1cccc(C(F)(F)F)c1	-2.3%	-2%	0	4	3%	-12	-4	2%	15
CS(=O)(=O)n1nc(NCc2cccs2)nc1NCc1cccs1	2.8%	0%	-7	-4	-2%	nt	-9	2%	0
Cn1cc(CNC(=O)C2CCC(=O)N(Cc3ccccc3F)C2)cn1 (centres undefined)	-1.1%	0%	0	0	-4%	9	1	-6%	3

The closing 2 records of the part above open the next one.
SMILES	RXFP1 ag	Vif-A3G inh	LDHA block	D1 potentiator	Glioma ERSR ind	D1 antag	D2 potentiator	Vif-APOBEC3F blk	D1 agonist
CS(=O)(=O)n1nc(NCc2cccs2)nc1NCc1cccs1	2.8%	0%	-7	-4	-2%	nt	-9	2%	0
Cn1cc(CNC(=O)C2CCC(=O)N(Cc3ccccc3F)C2)cn1 (centres undefined)	-1.1%	0%	0	0	-4%	9	1	-6%	3
C/C(CC(=O)N1CCN(C=O)CC1)=N\NC(=O)c1cc2ccccc2cc1O	0.3%	-14%	28	4	-1%	3	-10	-8%	11
CCO/C=C/C(O)(CNC(=O)c1ccc(C(C)(C)C)cc1)C(F)(F)F (centres undefined)	-1.1%	5%	-1	-6	-3%	-5	nt	-1%	22
C/C(=N\N=C(/C)c1cccc(N)c1)c1cccc(N)c1	nt	-1%	4	nt	1%	nt	nt	-3%	nt
O=C(COc1ccc([N+](=O)[O-])cc1)Nc1cc(S(=O)(=O)N2CCCCC2)ccc1N1CCCCC1	1.2%	-1%	-1	5	-6%	-6	-13	-1%	1
O=C(CNC(=O)c1cc(Cl)cc([N+](=O)[O-])c1)OCC(=O)N1CCCCC1	-1.2%	1%	0	-8	3%	-13	-2	-3%	2
NC(=O)c1ccc(NC(=O)COC(=O)c2ccc3c(c2)OCO3)cc1	28%	-1%	-16	nt	-2%	10	5	-10%	5
COc1ccc(CNC(=O)CN2CCN(c3ccc(F)cc3)CC2)cc1	1.9%	3%	-6	0	0%	-2	-5	-5%	1
O=C(NCc1cccnc1)c1cc(S(=O)(=O)N2CCOCC2)c(Cl)cc1Cl	8.7%	0%	-3	-9	-2%	-1	nt	-16%	5
NNC(=O)Cc1cccc2ccc(Cl)cc12	nt	?	-5	nt	-2%	nt	nt	-7%	nt
COc1ccc(C(=O)c2cn(Cc3ccc(F)cc3)c3c(F)cc(F)cc3c2=O)cc1	-0.5%	3%	1	0	-3%	4	8	8%	9
CN(CC(=O)Nc1ccc(F)cc1)C(=O)c1cccc(S(=O)(=O)N2CCN(c3ccc(F)cc3)CC2)c1	1.3%	0%	2	-2	-2%	-39*	-7	-2%	9
C=CCSc1nc2c(c(C3CC=CCC3)c1C#N)CCC2 (centres undefined)	-1.5%	2%	0	8	-3%	-14	-15	1%	7
Cn1c(=O)oc2cc(S(=O)(=O)NCCC(=O)N3CCc4ccccc4C3)ccc21	2.8%	0%	4	-5	-3%	5	nt	1%	1
CCc1c(C)sc(NC(=O)c2cc(C)on2)c1C#N	-0.6%	-11%	0	-3	0%	28	-1	0%	5
CCCOC(=O)CCCN1C(=O)/C(=C2\SC(=S)N(CCCC(=O)OCCC)C2=O)SC1=S	0.1%	2%	1	2	-3%	-16	-10	?	9
CC(=O)c1ccc(NC(=O)C(C)Nc2ccc(Cl)cc2)cc1 (centres undefined)	-3.2%	1%	-16	-5	7%	9	-5	8%	10
Nc1nc(N)c(S(=O)(=O)c2ccccc2)c(Nc2ccc(Br)cc2)n1	-1.8%	-9%	0	-4	2%	2	19	-4%	2
O=C(O)c1ccc(N2CCS(=O)(=O)CC2)cc1	0.7%	-1%	-2	-3	0%	-4	10	6%	3
COc1ccc(CCN2C(=O)N[C@@H](CCC(=O)O)C2=O)cc1	1.8%	1%	-14	-6	1%	2	-8	-3%	2
CC(C)Cc1cc(CNC(=O)C2CCC(=O)N(Cc3cccc(C(F)(F)F)c3)C2)on1 (centres undefined)	1.6%	0%	-4	-3	-1%	1	0	-17%	2
Clc1ccc2nc(C3CCN(Cc4nnnn4C4CCCCC4)CC3)[nH]c2c1	0.0%	2%	-7	-8	-4%	-13	-4	8%	2
Nn1c(SCC(=O)NCC2CCCO2)nnc1-c1ccco1 (centres undefined)	nt	2%	-3	nt	1%	nt	nt	3%	nt
O=C(N/C(=C/c1ccco1)C(=O)N1CCOCC1)c1cccs1	-1.9%	4%	-18	2	-1%	-2	8	-2%	2
O=C(CSc1ccc(Cl)cc1)Nc1ccc(-c2nc3ccccc3[nH]2)cc1	7.4%	-10%	-14	-4	3%	2	-4	3%	2
COc1ccc(S(=O)(=O)N2CCOC23CCN(S(=O)(=O)c2cccs2)CC3)cc1	-0.9%	1%	5	-2	-4%	-4	-6	1%	12
COc1ccccc1-n1cc(-c2ccc(C)cc2)nc1S(=O)(=O)CC(=O)Nc1ccccc1C(F)(F)F	-1.2%	-8%	5	0	-1%	-10	-15	2%	4
COC(=O)c1ccccc1NC(=O)CSc1nnc(-c2ccoc2C)n1C	-0.8%	5%	-3	0	-4%	32	-4	?	4
COc1ccccc1N(CC(O)Cn1ccnc1C)S(=O)(=O)c1ccc(C)cc1 (centres undefined)	1.3%	2%	-7	-12	8%	-11	-20	2%	0
Cc1cc(C)cc(Oc2nc3ccccn3c(=O)c2/C=C(\C#N)C(=O)NC2CCS(=O)(=O)C2)c1 (centres undefined)	3.0%	1%	0	4	7%	7	-5	-14%	1
CCOC(=O)C1CCCN(C2=NC(=O)/C(=C/c3ccc(OC)c(OC)c3)S2)C1 (centres undefined)	0.3%	5%	-14	5	-2%	-19	nt	-14%	0
CCS(=O)(=O)c1ncc(Cl)c(C(=O)N(Cc2ccccc2)c2ccc(OC)cc2)n1	-0.5%	-19%	-7	-2	-11%	-3	2	2%	-2
COc1ccc(/C=C/c2nnc(NC(C)=O)s2)cc1	-1.6%	1%	-4	-2	-11%	8	8	-19%	2
O=C(COC(=O)c1ccc(S(=O)(=O)NCc2ccco2)cc1)Nc1ccccc1OC(F)F	0.4%	-1%	-5	5	-4%	2	10	0%	0
C=CCNC(=O)/C(C#N)=C/c1cc(Br)ccc1OC	2.2%	?	-2	-7	16%	3	-8	-17%	1
N#CC1(C#N)CC(C=O)=C(N)C1(C#N)CC(=O)C12CC3CC(CC(C3)C1)C2 (centres undefined)	1.1%	?	3	7	-4%	8	3	?	16
Cc1occc1C(=O)NCCCc1ccccc1	1.6%	-6%	2	0	1%	19	4	-1%	6
NC(=O)CC[C@@H]1NC(=O)[C@H](Cc2ccccc2)NC(=O)[C@H](Cc2ccc(O)cc2)NC(=O)[C@@H](N)CSSC[C@@H](C(=O)N2CCC[C@H]2C(=O)N[C@@H](CCCN=C(N)N)C(=O)NCC(N)=O)NC(=O)[C@H](CC(N)=O)NC1=O	0.9%	nt	nt	1	-3%&-5%	5	6	nt	0
O=C(CSc1nnc(-c2ccccc2)o1)N1CCc2ccccc2C1	-0.2%	1%	3	-3	-1%	-4	nt	6%	0
COc1ccc(/C=C/C(=O)Nc2ccc(-n3nncc3-c3ccc(OC)c(OC)c3)cc2)cc1OC	1.6%	-9%	-9	-3	-3%	11	6	2%	5
CCCCC(OC(=O)CN1C(=O)COc2ccccc21)C(=O)NC1CCCCC1 (centres undefined)	0.6%	-7%	-3	-4	-7%	16	9	1%	3
O=C(Nc1nccs1)c1cc(-c2ccccn2)nc2c(Cl)cccc12	-1.0%	0%	-2	-1	-4%	-8	-1	8%	4
Cc1ccc(-n2c(C)cc(C(=O)COC(=O)c3ccc[nH]c3=O)c2C)cc1	1.5%	-5%	0	-12	-10%	2	13	5%	0
Cc1cc(OCCOCCN(C)C)ccc1Cl	-0.1%	-1%	-6	5	0%	-6	-2	-10%	6

3 structures already listed, ordered by molar mass, falling.
SMILES	RXFP1 ag	Vif-A3G inh	LDHA block	D1 potentiator	Glioma ERSR ind	D1 antag	D2 potentiator	Vif-APOBEC3F blk	D1 agonist
Cc1ccc(-n2c(C)cc(C(=O)COC(=O)c3ccc[nH]c3=O)c2C)cc1	1.5%	-5%	0	-12	-10%	2	13	5%	0
N#CC1(C#N)CC(C=O)=C(N)C1(C#N)CC(=O)C12CC3CC(CC(C3)C1)C2 (centres undefined)	1.1%	?	3	7	-4%	8	3	?	16
C=CCNC(=O)/C(C#N)=C/c1cc(Br)ccc1OC	2.2%	?	-2	-7	16%	3	-8	-17%	1

Compound activity: PubChem, National Center for Advancing Translational Sciences (NCATS)

Some of the compounds tested (hit frequency here may not be typical).
